Source: PubChem BioAssay
G6PDH CS: inhibits Leuconostoc G6PDH, flagging false hits in G6PDH-based assays. Purified L. mesenteroides G6PDH, diaphorase/resazurin coupled fluorescence, 45 min. inhibition, % at 5 µM. 200,000 tested, 0.12% active; in the data active = inhibition above about 50%
Diaph inh CS: inhibits diaphorase or chemically oxidizes, flagging diaphorase assay artifacts. diaphorase resazurin-to-resorufin fluorescence, NADH, 16 min; bacterial (C. kluyveri) enzyme, not human. inhibition, % at 20 µM. 190,000 tested, 0.69% active. AID 1217;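 active = primary screen inhibition at 20 µM above a set limit, cut at about 50% in these data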;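 also: plate controls were DMSO with full reaction for no effect and wells lacking NADH for full effect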
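Test system: Clostridium kluyveri diaphorase enzyme / Quantity: diaphorase at 0.14 U/mL in enzyme working solution / Incubation: 16-min room-temperature incubation before reading / Benchmarks: NADH-free wells as positive control, DMSO-only neutral wells / Signal: resorufin fluorescence 544/590 nm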
Diaphorase act: diaphorase activation or chemical reduction counter-screen; activation factor at 20 µM; AID 1229; Diaphorase/resazurin coupled assay, resorufin fluorescence, 16 min; hits give high values; 1 = vehicle wells, 0 = NADH-free wells; 190,000 tested, 0.005% active;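 active = diaphorase activity raised at least twofold by the compound at 20 µM; inactive = activation factor below 2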
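Test system: Clostridium kluyveri diaphorase, purified enzyme; input: enzyme 0.07 U/mL final; buffer or medium: 50 mM HEPES pH 7.4 with 4.542 mM MgCl2, 0.005% Tween 20; also added: 0.114 mM NADH and 0.1 mM resazurin, final amounts; schedule: 16 min enzyme reaction, ambient temperature; technique: fluorescence of resorufin, 544 nm excitation, 590 nm emission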
STAT1 blocker: STAT1 signaling inhibition. NIH 3T3 STAT1-luciferase reporter, IFN-gamma, luminescence. AID 920. inhibition, % at 5.5 µM. 200,000 tested, 0.35% active;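 active = inhibition above a set limit, the mean inhibition across all tested compounds plus 3 SD, cut at about 34% in these data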;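 also: 0% = IFN-gamma with DMSO and 100% = IFN-gamma with 300 µM nifuroxazide; values of inactives mirror those of a sister screen read the other way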
Hsp70 activator: transcriptional activators of Hsp70; activation, % at 10 µM; HeLa Hsp70 promoter luciferase reporter, luminescence; scaled: vehicle 0, proteasome-inhibitor control 100%; 200,000 tested, 0.04% active;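 active = activation above the mean across all tested compounds plus 3 SD, cutoff set per campaign, cut at about 5.5% in these data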;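 also: 100% = MG132 at 30 µM as the positive control and 0% = DMSO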
STAT1 act: STAT1 signaling activation; NIH 3T3 STAT1-luciferase reporter, IFN-gamma, luminescence; 100% = IFN-gamma alone, no compound; activation (% of control), % at 5.5 µM; 200,000 tested, 2.6% active; AID 932;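 active = activation above the screen-wide mean activation plus 3 SD, cut at about 130% in these data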;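 also: raw ratio to IFN-gamma control signal so 100% means no change and 0% no light; values of inactives mirror those of a sister screen read the other way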
APP 5UTR inh: APP translation inhibition. SH-SY5Y APP 5'UTR-luciferase reporter, luminescence. inhibition, % at 2 µM. 190,000 tested, 0.82% active. AID 1285;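 active = inhibition above a set limit, derived from the sample mean plus 3 SD, cut at about 45% in these data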; also: values of inactives mirror those of a sister screen read the other way
TLR4 MyD88 comp: inhibitors of human TLR4-MyD88 binding | HeLa CL3-4 TLR4/MyD88 BLA complementation, FRET ratio | inhibition, % at 8.4 µM | 200,000 tested, 0.18% active | AID 861; in the data active = inhibition above about 25%;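 also: 0% = vehicle and 100% = reference inhibitor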
Target sequence (O00206 whole entry, looked up): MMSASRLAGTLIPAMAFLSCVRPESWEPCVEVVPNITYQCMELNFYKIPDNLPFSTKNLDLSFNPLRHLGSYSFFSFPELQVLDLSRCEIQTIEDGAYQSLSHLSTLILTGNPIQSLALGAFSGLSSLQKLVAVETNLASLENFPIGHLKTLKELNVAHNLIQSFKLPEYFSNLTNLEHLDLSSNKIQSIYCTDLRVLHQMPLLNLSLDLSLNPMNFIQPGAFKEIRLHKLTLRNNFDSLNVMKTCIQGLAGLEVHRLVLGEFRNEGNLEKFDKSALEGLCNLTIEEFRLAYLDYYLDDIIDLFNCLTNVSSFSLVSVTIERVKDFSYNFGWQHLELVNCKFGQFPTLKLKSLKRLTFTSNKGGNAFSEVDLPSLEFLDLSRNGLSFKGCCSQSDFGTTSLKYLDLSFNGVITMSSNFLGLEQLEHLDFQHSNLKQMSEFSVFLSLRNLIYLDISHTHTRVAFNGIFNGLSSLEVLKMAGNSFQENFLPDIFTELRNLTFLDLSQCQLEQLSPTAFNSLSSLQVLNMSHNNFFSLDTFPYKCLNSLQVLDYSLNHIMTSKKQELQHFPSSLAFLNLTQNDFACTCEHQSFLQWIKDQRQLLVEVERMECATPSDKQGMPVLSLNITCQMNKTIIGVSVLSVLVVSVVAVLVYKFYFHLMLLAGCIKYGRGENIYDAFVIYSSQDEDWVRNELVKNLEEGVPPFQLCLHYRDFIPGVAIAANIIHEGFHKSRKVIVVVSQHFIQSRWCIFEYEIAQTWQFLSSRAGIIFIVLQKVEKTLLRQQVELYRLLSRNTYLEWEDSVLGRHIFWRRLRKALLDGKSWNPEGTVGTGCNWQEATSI
Target sequence (Q99836 whole entry, looked up): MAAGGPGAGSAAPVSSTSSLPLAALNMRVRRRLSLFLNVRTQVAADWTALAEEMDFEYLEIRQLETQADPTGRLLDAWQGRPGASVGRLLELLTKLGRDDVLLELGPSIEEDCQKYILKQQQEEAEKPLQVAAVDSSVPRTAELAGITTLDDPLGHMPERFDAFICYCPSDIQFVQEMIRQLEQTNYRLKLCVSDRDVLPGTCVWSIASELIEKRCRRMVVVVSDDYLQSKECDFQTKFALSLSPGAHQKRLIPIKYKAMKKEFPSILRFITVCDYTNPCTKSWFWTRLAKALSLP
STAT3 act: activators of IL-6 induced STAT3 signaling | 190,000 tested, 0.91% active | U3A cells, IL-6 STAT3-luciferase reporter, luminescence; 100% = signal with IL-6 EC80 alone | activation (% of control), % at 5.6 µM;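 active = activation above the screen-wide mean of compound activation plus 3 SD, cut at about 130% in these data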;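 also: 0% = background luminescence of wells with medium and substrate only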
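Material: STAT1-lacking human U3A cells, STAT3 luciferase reporter | Benchmarks: IL-6-only wells as 100% reference | Probe or stimulus: IL-6 (33 ng/mL) | Timing: Compound 1 h, then IL-6 6 h at 37 °C | Detection: Luminescence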
STAT3 inh: STAT3 signaling inhibition; U3A cells, IL-6 STAT3-luciferase reporter, luminescence; host cell line lacks STAT1; inhibition, % at 5.5 µM; 190,000 tested, 0.89% active; AID 862;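 active = inhibition above the mean inhibition across all screened compounds plus 3 SD, cut at about 44% in these data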;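 also: 0% = DMSO only wells and 100% = 100 µM nifuroxazide control wells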
Active calls of the source: *.

nr	Structure	G6PDH CS	Diaph inh CS	Diaphorase act	STAT1 blocker	Hsp70 activator
1	O=c1[nH]c(=S)[nH]nc1Cc1ccccc1	15.1	1.7	1	-2.8	-0.2
2	CCOc1ccccc1NC(=O)C1CCN(C(=O)NCc2ccccc2)CC1	-4.5	4.1	1	-8.7	-0.2
3	CCO/N=C(/c1nonc1N)N1CCN(c2ccc([N+](=O)[O-])cc2)CC1	0.4	27.2	0.7	0.0	-0.2
4	COc1ccccc1N1CCN(C(=O)c2cc3c(s2)CCC3)CC1	0.5	0.6	1	1.4	0.6
5	O=C(CCCN1C(=O)c2ccccc2C1=O)NCCCN1CCOCC1	-8.5	13.6	0.9	-0.9	-0.3
6	O=C(CCc1ccccc1)Nc1ncc2c(n1)CCCC2=O	3.3	3.6	1	3.8	-0.4
7	CC(C(=O)N1CCCC1)c1ccc([N+](=O)[O-])cc1 (configuration not stated)	16.1	6.7	0.9	-6.0	-0.4
8	Cc1cc(C)n2cc(-c3ccc(Cl)cc3)c(C(=O)O)c2n1	-6.5	9.1	0.9	-12.7	0.1
9	CCOC(=O)c1cnc(N2CCN(C(=O)OCC)CC2)[nH]c1=O	13.1	-10.1	1.1	-0.1	-0.3
10	COc1ccc(CCNC(=O)C(=O)NCc2ccccc2)cc1OC	3.7	2.2	1	-0.3	0.0

nr	STAT1 act	APP 5UTR inh	TLR4 MyD88 comp	STAT3 act	STAT3 inh
1	102.5	-0.7	-11.2	98.7	9.0
2	107.9	-9.5	-12.1	102.9	-0.3
3	100.0	-6.4	3.9	85.1	16.8
4	101.0	5.3	-3.0	128.2	-34.2
5	100.8	8.9	-8.7	122.0	-25.6
6	96.5	10.5	8.8	98.2	4.6
7	104.1	10.9	7.5	107.6	-4.0
8	110.6	-62.6	8.9	124.8	-19.3
9	99.7	-17.1	7.2	103.4	3.8
10	100.3	-7.7	-2.2	106.3	-1.9

The list continues.
nr	Structure	G6PDH CS	Diaph inh CS	Diaphorase act	STAT1 blocker	Hsp70 activator
11	COc1ccc(C2C(C(N)=O)=C(C)Nc3nc(-c4ccccc4OC)nn32)cc1OC (configuration not stated)	1.1	19.6	0.8	2.9	-0.4
12	CC(C)NC(=O)C1CCN(C(=O)C(C(=O)c2ccccc2)n2cc(Cl)ccc2=O)CC1 (configuration not stated)	3.8	16.6	0.8	1.4	-0.2
13	Cc1sc(NC(=O)CN(CCc2ccccc2)C(=O)C2CC2)c(C(N)=O)c1C	8.1	6.7	0.9	-7.3	-0.2
14	CCOCCn1c(SCCc2ccccc2)nc2c1c(=O)[nH]c(=O)n2C	-12.5	14.4	0.9	-5.5	-0.6
15	C=CCn1c(SCC(=O)c2c(N)n(C)c(=O)n(C)c2=O)nc2sc(CC)cc2c1=O	2.3	7.9	0.9	3.3	-0.2
16	C=CCNC(=O)C(=O)N/N=C/c1cccc(Br)c1	4.8	4.1	1	-7.9	-0.2
17	CCCCCCCSc1nnc(-c2ccccc2N)c(=O)[nH]1	4.3	6.1	0.9	-5.7	-0.1
18	O=C(O)CC1SC(=Nc2ccc(O)cc2)NC1=O (configuration not stated)	11.0	0.2	1	-1.7	-0.3
19	COc1ccc(-c2[nH]ncc2CN2CCCCCCC2)c(OC)c1	10.1	-40.7	1.4	-7.6	-0.2
20	CCOC(=O)NCC(C)(C)CNC(=O)OCC	5.4	8.5	0.9	-0.1	-0.1

nr	STAT1 act	APP 5UTR inh	TLR4 MyD88 comp	STAT3 act	STAT3 inh
11	97.3	5.3	2.6	106.4	-2.2
12	98.7	9.2	-0.9	109.8	-5.5
13	104.8	2.6	-13.4	96.2	11.3
14	102.4	-10.6	-14.0	105.6	-7.7
15	97.0	8.0	-0.1	94.4	16.6
16	105.9	-1.8	1.9	90.7	12.4
17	107.1	12.4	2.2	94.1	11.8
18	100.2	-3.4	-6.9	103.1	-2.4
19	106.1	-14.7	1.5	108.6	2.5
20	100.1	-4.3	-7.9	97.5	6.3

An excerpt of these results, screen by screen.
(10) COc1ccc(CCNC(=O)C(=O)NCc2ccccc2)cc1OC
(11) COc1ccc(C2C(C(N)=O)=C(C)Nc3nc(-c4ccccc4OC)nn32)cc1OC (configuration not stated)

| Compound | 10 | 11 |
| --- | --- | --- |
| G6PDH CS | 3.7 | 1.1 |
| Diaph inh CS | 2.2 | 19.6 |
| Diaphorase act | 1 | 0.8 |
| STAT1 blocker | -0.3 | 2.9 |
| Hsp70 activator | 0.0 | -0.4 |
| STAT1 act | 100.3 | 97.3 |
| APP 5UTR inh | -7.7 | 5.3 |
| TLR4 MyD88 comp | -2.2 | 2.6 |
| STAT3 act | 106.3 | 106.4 |
| STAT3 inh | -1.9 | -2.2 |

Next part:
nr	Structure	G6PDH CS	Diaph inh CS	Diaphorase act	STAT1 blocker	Hsp70 activator
21	CCCSc1cc(N2CCOCC2)nc(-c2ccccc2Cl)n1	-6.8	14.1	0.9	1.6	-0.2
22	Cc1ccc(C(=O)OCC(=O)NCc2cccs2)cc1C	1.2	-2.9	1	2.3	-0.4
23	CC1=CC(=C2C(=O)c3ccccc3C2=O)C=C(C)N1C	8.8	6.4	0.9	-38.9	0.0
24	O=C(C1CCCO1)N1CCc2ccccc21 (configuration not stated)	-16.5	14.4	0.9	9.0	0.1
25	Cc1cccc2cc(C(c3nnnn3Cc3ccccc3)N3CCCc4ccccc43)c(=O)[nH]c12 (configuration not stated)	-6.3	3.8	1	1.1	-0.3
26	COc1cccc(OCC(=O)N(Cc2nc(-c3ccc(Cl)cc3)no2)C(C)C)c1	-2.8	25.0	0.8	1.9	-0.4
27	CC(C)N(C(=O)COC(=O)[C@@H]1CC(O)CN1S(=O)(=O)c1ccc(C(C)(C)C)cc1)C(C)C (some centres not stated)	10.5	13.7	0.9	1.9	-0.1
28	COc1ccc(C)cc1NC(=O)C1CCCN1S(=O)(=O)c1ccc2c(c1)CCC(=O)N2 (configuration not stated)	14.1	5.3	0.9	0.0	-0.2
29	COC(=O)C1(C(=O)OC)NOC2C(=O)N(N(C)c3ncc(C(F)(F)F)cc3Cl)C(=O)C21 (configuration not stated)	8.2	10.6	0.9	2.3	-0.2
30	COc1ccc2ccccc2c1C1CC(=O)N2CN(C3CCCCC3)CSC2=C1C#N (configuration not stated)	28.9	38.3	0.6	6.5	-0.5

nr	STAT1 act	APP 5UTR inh	TLR4 MyD88 comp	STAT3 act	STAT3 inh
21	98.5	-5.9	-1.9	101.9	-3.9
22	97.9	-25.4	-12.4	104.4	-5.7
23	135.4*	-48.3	-5.4	82.2	24.4
24	91.7	-7.5	-7.5	126.9	-27.2
25	99.0	-19.2	-3.0	120.2	-28.1
26	98.3	12.4	-4.6	97.4	11.9
27	97.0	-14.2	12.3	103.2	4.2
28	100.0	-2.8	-13.1	105.5	2.2
29	97.7	15.2	5.5	101.5	3.1
30	94.1	-1.2	10.3	109.3	-6.5

7 compounds from above, arranged by the number in TLR4 MyD88 comp, descending:
entry	Molecule	G6PDH CS	Diaph inh CS	STAT1 blocker	Hsp70 activator	STAT1 act	APP 5UTR inh	TLR4 MyD88 comp	STAT3 act
27	CC(C)N(C(=O)COC(=O)[C@@H]1CC(O)CN1S(=O)(=O)c1ccc(C(C)(C)C)cc1)C(C)C (some centres not stated)	10.5	13.7	1.9	-0.1	97.0	-14.2	12.3	103.2
9	CCOC(=O)c1cnc(N2CCN(C(=O)OCC)CC2)[nH]c1=O	13.1	-10.1	-0.1	-0.3	99.7	-17.1	7.2	103.4
16	C=CCNC(=O)C(=O)N/N=C/c1cccc(Br)c1	4.8	4.1	-7.9	-0.2	105.9	-1.8	1.9	90.7
12	CC(C)NC(=O)C1CCN(C(=O)C(C(=O)c2ccccc2)n2cc(Cl)ccc2=O)CC1 (configuration not stated)	3.8	16.6	1.4	-0.2	98.7	9.2	-0.9	109.8
21	CCCSc1cc(N2CCOCC2)nc(-c2ccccc2Cl)n1	-6.8	14.1	1.6	-0.2	98.5	-5.9	-1.9	101.9
22	Cc1ccc(C(=O)OCC(=O)NCc2cccs2)cc1C	1.2	-2.9	2.3	-0.4	97.9	-25.4	-12.4	104.4
14	CCOCCn1c(SCCc2ccccc2)nc2c1c(=O)[nH]c(=O)n2C	-12.5	14.4	-5.5	-0.6	102.4	-10.6	-14.0	105.6

Next compounds follow:
nr	Structure	G6PDH CS	Diaph inh CS	Diaphorase act	STAT1 blocker	Hsp70 activator
31	CNC(=O)COc1ccc(S(=O)(=O)Nc2ccc(OC)cc2)cc1	16.8	21.8	0.8	6.4	-0.2
32	Cc1nc(C)c(C(=O)C2=C(O)C(=O)N(CCCn3ccnc3)C2c2ccc(Cl)cc2)s1 (configuration not stated)	3.7	3.4	1	-1.4	-0.4
33	CC(C)NC(=O)c1cc(-c2cccs2)on1	1.7	1.0	1	-24.2	0.1
34	COc1ccc(CNC(=O)C2CCCN2S(=O)(=O)c2ccccc2)cc1 (configuration not stated)	1.8	16.8	0.8	-2.5	-0.2
35	CCSc1nnc(NS(=O)(=O)c2ccc(OC)cc2)s1	0.9	7.3	0.9	1.6	-0.2
36	Cc1cc(SCC(=O)OCC(=O)c2c(N)n(C)c(=O)n(C)c2=O)c(C)cc1Br	-3.6	16.5	0.8	-1.7	-0.1
37	O=C(O)CCNS(=O)(=O)c1ccc2ccccc2c1	-1.1	5.4	0.9	0.1	0.3
38	COc1cccc(/C=c2/s/c(=C(\C#N)C(=O)N3CCOCC3)n(-c3ccccc3)c2=O)c1	4.8	13.4	0.9	-0.7	-0.2
39	CN(C)c1ccc(C(CNC(=O)c2ccc(F)cc2)c2c[nH]c3ccccc23)cc1 (configuration not stated)	-4.1	19.5	0.8	-8.4	-0.3
40	CCOC(=O)c1ccc(NC2=CC(=O)CC(c3ccco3)C2)cc1 (configuration not stated)	8.6	9.4	0.9	-1.6	0.0
41	CC(C)(C)C(=O)CSc1nc(N)cc(=O)[nH]1	1.0	4.5	1	-2.0	0.4
42	COc1ccc(C(NC(=O)c2cccc(F)c2)c2ccccc2)cc1 (configuration not stated)	1.1	5.3	0.9	6.3	-0.2

nr	STAT1 act	APP 5UTR inh	TLR4 MyD88 comp	STAT3 act	STAT3 inh
31	92.2	-41.8	-6.9	104.3	2.2
32	101.2	-1.1	0.2	106.0	-2.1
33	122.4	-61.6	-2.7	115.7	-10.7
34	102.3	-9.1	-7.5	98.2	11.9
35	95.6	-10.9	-11.4	104.4	-0.5
36	100.9	-20.1	-15.8	107.2	-6.3
37	99.9	-7.1	-3.4	103.6	-0.7
38	100.6	1.6	-0.3	94.7	10.0
39	107.4	-12.6	-3.3	120.5	-24.3
40	100.2	-17.0	-9.9	88.5	19.7
41	101.0	-4.2	3.9	99.6	11.7
42	94.3	12.1	-11.0	103.8	-9.2
